High-throughput results from PubChem.
EPAC1 agonist – qHTS for Agonist of cAMP-regulated guanine nucleotide exchange factor 3 (EPAC1): primary screen; AID 720707, 2013; 0.073% of 360,000 active; Rap guanine nucleotide exchange factor 3 (Homo sapiens), O95398; Potency, µM (doses to about 154 µM), without a hit: at the highest dose activation, most hits filed as activators; EPAC1 agonist qHTS, biochemical assay; response scale: 100% = response to 6.5 mM cAMP; also: potency is read from the fitted curve at half-maximal effect; nearly all actives have a fitted effect of over 60% in size
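Compounds were pinned as a concentration titration into mixtures of EPAC1 (100 nM), BODIPY-GDP-loaded Rap1B (250 nM) and GDP (50 uM). After 5 min at room temperature, fluorescence was followed for 30 min; activity was scaled to 6.5 mM cAMP.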
FUS suppressor – qHTS for Suppressors of FUS Proteinopathy: Primary screen using FUS-linked yeast assay. S. cerevisiae FUS-expressing, growth rescue, OD600, 24 h. 0.24% of 390,000 active. Potency, µM (titrated, usually from 76.6 µM), for inactives: top-dose growth rescue (activation), usual class: activators;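 also: potency is read from the fitted curve at half-maximal effect; plate controls were DMSO vehicle for no effect and reference control for full effect; nearly all actives have a fitted effect of over 55% in size; some results filed as inactive show a strong effect at the top dose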
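Toxicity suppression screen in FUS-yeast. Cells induced with 2% galactose, starting OD 0.005, treated 24hr at 30C with compounds at multiple final concentrations; growth by OD600.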
PLK1 PBD inh – qHTS for Inhibitors of PLK1-PDB (polo-like kinase 1 - polo-box domain): Primary Screen; Serine/threonine-protein kinase PLK1 (Homo sapiens), P53350; Plk1 PBD binding of FITC phosphopeptide, fluorescence polarization; Potency, µM, inactives show max response, negative = inhibition, actives largely listed as inhibitors; 2.8% of 360,000 active; AID 720504, 2013; also: potency is read from the fitted curve at half-maximal effect; series mostly up to about 57 µM; % is scaled to controls: 0 for no effect and ±100 for the full control effect; nearly all actives have a fitted effect of over 65% in size
IL2 activator – qHTS of IL-2 Activators; activation, % (series mostly up to about 46 µM); 0.065% of 360,000 active; AID 652025, 2013; IL-2 activation reporter assay, cell-based qHTS; stimulated with anti-CD3/CD4/CD28 beads; in transgenic mouse T cells; in the data active = activation above about 50%; inconclusive = mostly about 30% to 49%; also: 0% is about no effect
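First, unstimulated transgenic mouse T cells were exposed to compound for 60 min. Next, anti-CD3/anti-CD4-coated beads with anti-CD28 were added. Finally, after 18 h at 37 degrees C, EGFP and DsRed were imaged.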
EPAC1 antagonist – qHTS for Antagonist of cAMP-regulated guanine nucleotide exchange factor 3 (EPAC1): primary screen; 0.14% of 360,000 active; Rap guanine nucleotide exchange factor 3 (Homo sapiens), O95398; Potency, µM (top dose mostly 115 µM), inactives show top-dose activity change, negative = inhibition, usual class: inhibitors; EPAC1 GEF assay, Rap1b-BODIPY-GDP exchange fluorescence;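 also: potency is read from the fitted curve at half-maximal effect; plate controls were vehicle for no effect and positive control for full effect; nearly all actives have a fitted effect of over 50% in size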
WRN helicase inh – qHTS for Inhibitors of WRN Helicase; AID 651768, 2012; 0.46% of 360,000 active; Bifunctional 3'-5' exonuclease/ATP-dependent helicase WRN (Homo sapiens), Q14191; WRN helicase unwinding, fluorescent forked duplex, kinetic; Potency, µM (series often up to 114 µM), without a hit: top-dose activity change, negative = inhibition, usual class: inhibitors; also: potency is read from the fitted curve at half-maximal effect; % is scaled to controls: 0 for no effect and ±100 for the full control effect; nearly all actives have a fitted effect of over 55% in size
Target sequence (Q14191 whole entry, looked up): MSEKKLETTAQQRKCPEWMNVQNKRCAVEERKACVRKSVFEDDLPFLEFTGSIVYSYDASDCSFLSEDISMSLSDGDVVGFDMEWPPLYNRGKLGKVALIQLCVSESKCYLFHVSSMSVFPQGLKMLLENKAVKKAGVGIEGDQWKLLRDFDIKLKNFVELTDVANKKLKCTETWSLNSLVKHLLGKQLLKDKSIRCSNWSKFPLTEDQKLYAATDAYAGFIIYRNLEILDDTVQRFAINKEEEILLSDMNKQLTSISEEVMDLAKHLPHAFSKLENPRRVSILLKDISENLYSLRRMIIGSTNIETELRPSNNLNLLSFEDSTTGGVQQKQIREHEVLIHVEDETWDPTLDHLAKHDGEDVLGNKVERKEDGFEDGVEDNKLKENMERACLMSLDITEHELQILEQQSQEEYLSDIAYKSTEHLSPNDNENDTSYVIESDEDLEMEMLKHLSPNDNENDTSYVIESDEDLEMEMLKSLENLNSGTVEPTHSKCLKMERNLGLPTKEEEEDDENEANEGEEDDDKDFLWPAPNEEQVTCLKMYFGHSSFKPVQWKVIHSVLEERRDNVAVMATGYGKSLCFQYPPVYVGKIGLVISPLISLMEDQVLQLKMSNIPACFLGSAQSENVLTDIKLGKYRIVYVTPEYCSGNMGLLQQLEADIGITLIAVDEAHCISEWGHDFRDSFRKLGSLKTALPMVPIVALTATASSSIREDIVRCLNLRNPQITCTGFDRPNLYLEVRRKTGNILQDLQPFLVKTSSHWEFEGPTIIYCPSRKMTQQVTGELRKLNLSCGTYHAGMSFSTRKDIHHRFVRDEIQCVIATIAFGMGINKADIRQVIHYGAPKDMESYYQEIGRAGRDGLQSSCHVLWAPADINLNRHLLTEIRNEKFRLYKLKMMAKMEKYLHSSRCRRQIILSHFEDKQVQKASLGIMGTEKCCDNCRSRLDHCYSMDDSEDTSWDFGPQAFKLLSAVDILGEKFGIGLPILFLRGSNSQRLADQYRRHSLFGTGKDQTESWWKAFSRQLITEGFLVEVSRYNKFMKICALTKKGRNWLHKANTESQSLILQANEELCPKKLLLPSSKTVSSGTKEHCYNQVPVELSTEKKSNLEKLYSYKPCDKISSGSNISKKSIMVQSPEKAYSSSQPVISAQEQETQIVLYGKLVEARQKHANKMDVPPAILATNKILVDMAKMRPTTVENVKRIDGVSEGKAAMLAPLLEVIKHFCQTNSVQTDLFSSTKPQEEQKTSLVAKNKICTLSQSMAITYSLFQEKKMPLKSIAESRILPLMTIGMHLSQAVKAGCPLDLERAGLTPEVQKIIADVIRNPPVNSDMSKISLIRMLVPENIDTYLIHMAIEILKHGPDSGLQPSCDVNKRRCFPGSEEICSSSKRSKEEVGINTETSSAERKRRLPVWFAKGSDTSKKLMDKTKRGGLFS
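Enzyme (20 nM final) and test compound sit together 15 min at room temperature before substrate addition. Substrate is a single-forked duplex oligonucleotide (100 nM) labelled with fluorophore and quencher, with 2 mM ATP; helicase unwinding raises red fluorescence, read kinetically.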
Abeta yeast res – qHTS for compounds that reverse cellular toxicity of Amyloid beta (A-beta) peptide in yeast: Primary Screen. yeast expressing A-beta42, growth rescue, OD600, 48 h; response scale: 0% DMSO, 100% iron-clioquinol control. Potency, µM (doses to about 46.1 µM), inactives show top-dose growth rescue, actives largely listed as activators. 0.063% of 410,000 active. AID 1347071, 2019; also: potency is read from the fitted curve at half-maximal effect; nearly all actives have a fitted effect of over 55% in size
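Yeast A-beta toxicity model in growth medium with pinned compounds, 48 h at 30 C; growth read as absorbance at 600 nm. Normalized to FeCl3/clioquinol equimolar mix (positive) and DMSO (negative).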
PI5P4Ka inh – qHTS for Inhibitors of phosphatidylinositol 5-phosphate 4-kinase (PI5P4K); PI5P4Kalpha enzyme, ADP-Glo luminescence, 60 min; hits give low values; 1.2% of 330,000 active; Phosphatidylinositol 5-phosphate 4-kinase type-2 alpha (Homo sapiens), P48426; AID 652105, 2013; max response, %; active = max response of -50% or lower; inconclusive = between -30% and -50%; inactive = -30% or higher; also: value at the top dose of about 77 µM; % is scaled to controls: 0 for no effect and ±100 for the full control effect
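Reactions run in 0.038 M HEPES pH 7.4, 0.28 mM EGTA, 0.1% CHAPS and 5% DMSO, with PI5P4Kalpha, substrate, compound and 5 microM ATP final, one hour at room temperature. Readout is ADP-Glo luminescence.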
The depositor's hits bear a star; ? = inconclusive; · = not tested or not shown; & = joins results of further samples; [ ] = another dose, or the depositor's remark. Unless noted, calls follow the shape of the dose curve; as a rule, active = well fitted curve in the direction sought with a large enough effect; inconclusive = small, poorly fitted or top-dose-only effect, or another doubt; inactive = no such curve, though single readings can be large; an effect the other way counts as inactive or inconclusive.

Structure	IL2 activator	PLK1 PBD inh	Abeta yeast res	WRN helicase inh	FUS suppressor	EPAC1 antagonist	EPAC1 agonist	PI5P4Ka inh
Cc1ccnc(NC(=O)Nc2cccc(F)c2)c1	-0.7	-3%	4%	-1%	-3%	-18%	10%	-3
O=C(c1cc(=O)[nH]c2ccccc12)N1CC=C(c2ccccc2)CC1	2.7	-13%	1%	-24%	16%	-21%	-6%	-21
COc1ccc(CNC(=O)CN(C)S(=O)(=O)c2ccc3c(c2)OCCO3)cc1OC	0.7	-6%	1%	0%	0%	-4%	17%	-2
Cc1ccc(NC(=O)N2CCC(C(=O)NCc3ccccc3)CC2)cc1	2.2	-2%	-4%	-10%	47%	2%	5%	·
Cc1cc(Cl)ccc1NS(=O)(=O)c1c(C)[nH]c(=O)[nH]c1=O	0.6	0%	8%	1%	-5%	-5%	-1%	4
COc1cccc(C(=O)OCC(=O)c2ccc(S(=O)(=O)N3CCCCC3)cc2)c1OC	-2.7	-7%	16%	-5%	23%	-4%	14%	-15
O=C(N/N=C/c1ccc([N+](=O)[O-])o1)C(O)c1ccccc1 (stereo not given)	0.0	3%	-12%	4%	-20%	7%	-2%	1
O=C(OCN1C(=O)c2ccccc2C1=O)C1CCCCC1	-0.3	-8%	?	5%	-5%	-7%	-4%	15
COc1cccc(N2C(=O)CC(N3CCN(S(=O)(=O)c4ccccc4[N+](=O)[O-])CC3)C2=O)c1 (stereo not given)	0.1	0%	15%	-8%	35%	13%	8%	-4
Cc1ccc(N=CC=C2OC(C)(C)C(C)(C)O2)c(C)c1	-1.2	2%	8%	4%	15%	-22%	4%	7
CCn1ncc(CN2CCCC(C(=O)Nc3cccc(-c4cc5ccccc5[nH]4)c3)C2)c1C (stereo not given)	-4.5	-4%	?	-13%	36%	-22%	8%	-1
CN1CCCC1(C)C(=O)Nc1ccc(-n2cccc2)cc1 (stereo not given)	-0.6	5%	2%	8%	-18%	9%	-2%	3
COc1cc(-c2cnc3c(NC=O)cc(-c4ccsc4)cn23)cc(OC)c1OC	-0.2	-17%	-3%	?	38%	1%	-1%	-24
CCCN1CCN(S(=O)(=O)c2ccc(-n3cnnn3)cc2)CC1	-2.1	-29%	4%	-2%	36%	-5%	8%	6
CCN1C(=O)CC(Sc2ccccc2N)C1=O (stereo not given)	0.7	-19%	-5%[9.22 µM]	-15%	-22%	-21%	4%	4
CC(=O)CCC1C2C(O)C(C(C)C)C(OC(=O)/C=C/c3ccccc3)CC12C (stereo not given)	-2.9	3%	-53%[inhibitor]	3%	36%	-8%	-10%	10
Cn1c(=O)[nH]c(=O)c2c1nc(N1CCCCC1)n2CCOc1ccccc1	-0.1	-3%	2%	-6%	-8%	0%	11%	-7
Cn1c(=O)oc2cc(S(=O)(=O)NC3CCCCC3)ccc21	0.6	-4%	-1%	-1%	9%	10%	-8%	0
Cc1ccc(NC(=S)NNC(=O)c2c(Cl)c(C)nn2C)cc1	-3.1	-20%	0%	-4%	·	-19%	-8%	1
COc1cc(C2C(c3ccccc3)C(c3cc(OC)cc(=O)o3)C2c2ccccc2)oc(=O)c1 (stereo not given)	-0.1	-14%	16%	6%	-1%	6%	-11%	2
COc1ccc(OC)c(NC(=O)C(=O)N/N=C(\C)CC(=O)Nc2ccc(Cl)cn2)c1	0.9	-10%	6%	-3%	26%	7%	9%	4
Cc1noc(C)c1COC(=O)[C@@H](NC(=O)c1ccccc1)C(C)C	0.3	4%	7%	-1%	-54%	-1%	-9%	5
CCNc1c(NS(=O)(=O)c2ccc(OC)cc2)c(=O)oc2ccccc12	0.1	-3%	-9%	-5%[57.1 µM]	-35%	-8%	11%	7
Cc1nc(SCC(=O)Nc2ccc3c(c2)OCCO3)nc(C)c1C	0.1	?	15%	-9%	?	6%	-7%	-5
CCOc1cc(NC(=S)NCC2CCCO2)c(OCC)cc1NC(=O)c1cccc(C)c1 (stereo not given)	0.6	-12%	13%	-23%	29%	-6%	-18%	·

3 entries out of the list above, ordered by the number in EPAC1 antagonist, low to high.
Molecule | IL2 activator | PLK1 PBD inh | WRN helicase inh | EPAC1 antagonist | EPAC1 agonist | PI5P4Ka inh
CCn1ncc(CN2CCCC(C(=O)Nc3cccc(-c4cc5ccccc5[nH]4)c3)C2)c1C (stereo not given) | -4.5 | -4% | -13% | -22% | 8% | -1
CCNc1c(NS(=O)(=O)c2ccc(OC)cc2)c(=O)oc2ccccc12 | 0.1 | -3% | -5%[57.1 µM] | -8% | 11% | 7
Cc1nc(SCC(=O)Nc2ccc3c(c2)OCCO3)nc(C)c1C | 0.1 | ? | -9% | 6% | -7% | -5

Next section
Structure	IL2 activator	PLK1 PBD inh	Abeta yeast res	WRN helicase inh	FUS suppressor	EPAC1 antagonist	EPAC1 agonist	PI5P4Ka inh
COc1ccccc1N(CC(=O)Nc1ccc(S(=O)(=O)N2CCOCC2)cc1)S(C)(=O)=O	-1.3	-8%	-11%	5%	-25%	1%	7%	5
O=C(CCS(=O)(=O)c1cccc2nsnc12)NCc1ccccc1Cl	2.0	-16%	9%	-2%	1%	-14%	-2%	3
COc1cccc(CNC(=O)Cn2cc3c(n2)CCCCC3)c1	-1.9	-12%	-1%	1%	-17%	-1%	5%	0
Cc1ccc(CN2CCN(Cc3nc(C(C)C)cs3)CC2CCO)cc1 (stereo not given)	-0.1	3%	·	1%	20%	-2%	-5%	0
CCOC(=O)c1nnn(-c2nonc2N)c1-c1cccc2ccccc12	2.2	-7%	3%	-23%	11%	-17%	8%	-3
Cc1cc(C(=O)CSc2ncnc3ccccc23)c(C)n1C1CC1	-2.0	-4%	-8%	-19%	·	-22%	15%	-12
Nc1nc(-c2ccc3c(c2)CCO3)cs1	2.3	-6%	0%	0%	-6%	-10%	5%	0
CCN(C(=O)CSc1nc2ccccc2n1C)C1CCS(=O)(=O)C1 (stereo not given)	0.2	-3%	4%	4%	-14%	-11%	-5%	-8
O=C(CN(Cc1ccccc1F)C(=O)c1csnn1)NC1CCCCC1	-3.3	-8%	-16%	-5%	13%	20%	-10%	4
Cc1cc(NC(=O)c2ccccc2)nc(C)n1	1.1	-15%	-10%	14%	12%	0%	5%	3
O=C(CCC1CCCCC1)Nc1c2c(nn1-c1ccc(F)cc1)CS(=O)C2 (stereo not given)	0.3	-7%	9%	8%	29%	7%	2%	-7
O=C(O)C1=NN(c2ccccc2)C(=O)CC1	-1.9	4%	-12%	1%	4%	-6%	-6%	-4
O=C(N/N=C/c1c[nH]c2ccccc12)c1cc(-c2ccccc2)n[nH]1	-0.9	-5%	-16%	-28%[57.1 µM]	12%	-10%	14%	-4
COc1ccc(C(=O)NCc2nnc(SCC(=O)N3CCC(C)CC3)o2)cc1OC	2.9	-24%	20%	-3%	5%	-3%	0%	7
CCN(CC)C(=O)c1ccc(CS(=O)(=O)c2ccc(OC)cc2)o1	-2.1	-10%	-3%	6%	-13%	-6%	-31%[inhibitor]	-17
O=C(Nc1nnc(SCc2c(Cl)cccc2Cl)s1)c1cccc([N+](=O)[O-])c1	-2.0	-11%	-3%	3%	-10%	-12%	4%	1
Cc1ccc(C(=O)Nc2cccnc2N2CCN(C)CC2)cc1	-1.6	-9%	-1%	-4%	-15%	10%	10%	0
CCOc1ccc(S(=O)(=O)Nc2ccc(S(=O)(=O)N3CCCC3)cc2)cc1	-1.0	0%	22%	-4%	19%	-5%	10%	·
CC(C)CCC(CCNCc1ccccn1)c1ccc(Cl)cc1 (stereo not given)	-0.1	4%	18%	-3%	16%	7%	6%	4
CC(C)C(=O)Nc1cccc2nsnc12	0.6	-6%	-9%	-2%	-19%	0%	3%	·
Cc1c(O)ccc(-c2n[nH]c(C(=O)O)c2-c2nc3ccccc3s2)c1O	-0.3	-16%	5%	-8%	16%	-14%	3%	-23
CCCCCC(=O)N(CN1C(=O)CCC1=O)c1ccccc1	0.3	0%	10%	3%	19%	11%	-1%	·
O=C(Nc1ccc(Cl)cc1)N1CCN(c2ncccn2)CC1	-3.6	-12%	-11%	-3%	-3%	6%	11%	0
CCCN(Cc1cc2ccc(C)cc2[nH]c1=O)S(=O)(=O)c1ccccc1	-0.1	-5%	1%	2%	31%	-6%	17%	-7
Nc1cc(=O)c2[nH]cnc2[nH]1	-0.7	-3%	-4%	-6%	-11%	-6%	4%	-13
CCOC(=O)C1CCCN(C(=O)COc2ccc(S(=O)(=O)N3CCOCC3)cc2)C1 (stereo not given)	1.9	-18%	15%	-25%	6%	-19%	0%	1
CC(O)C(=O)N/N=C/c1cccc(Cl)c1Cl (stereo not given)	3.7	-6%	16%	-1%	-1%	-12%	0%	10
O=C(Nc1cccc(NC(=O)c2ccc(Br)cc2)c1)c1ccccc1	-3.1	-1%	-4%&-2%	1%	15%&-21%	-11%	7%	13
COc1ccc(C=C2OC(=O)C(C(C)=O)=C2O)cc1	-2.0	-11%	-1%	-7%	22%	-21%	-10%	-54*
O=C(Nc1ccccc1)C1=C[C@H](c2coc3ccccc3c2=O)C[C@H](OCc2ccc(CO)cc2)O1	0.2	8%	28%	-4%	?	-24%	7%	3
CC(C)CN1CCC(=O)N([C@H](CSc2ccccc2)Cc2ccccc2)CC1	-0.4	21µM*	-11%	2%	-17%	-9%	-19%	-3
CC(=O)Oc1cccc2c1C(=O)C1CC=CC(OC(C)=O)C1C2=O (stereo not given)	-0.1	-12%	-2%	-14%	·	8%	-4%	-4
CCCCNC(=O)c1c(C)cc(=O)oc1C	1.2	-6%	-13%	-22%	0%	14%	1%	·
Cc1cc(C)c2c(C(C)(C)C)nn(-c3ccccc3)c2n1	-0.5	-2%	1%	-6%	-31%	9%	-4%	12
